High-throughput results deposited in PubChem by several laboratories.
Yfh1-off respiration: enhancers of respiration in Yfh1-depleted yeast, dose response, Friedreich's ataxia, plus single-dose screen (AID 1465); S. cerevisiae Yfh1-off respiration, WST-1 reduction, 72 h; higher fold induction means a stronger effect; fold induction at 50 µM; hits with a dose series show EC50 in µM; 0.074% of 220,000 active;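 active = fold induction of absorbance versus untreated yeast above a set limit, then at least 30% activation at any dose in follow-up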;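 also: activators that raise dye reduction in frataxin-depleted yeast; strong numbers were not always called active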
LYP phosphatase: inhibitors of LYP phosphatase, biochemical, fluorescence intensity, uHTS (AID 1779); recombinant LYP phosphatase, fluorescence intensity; higher % means a stronger effect; inhibition, % at 11.5 µM, or IC50 in µM where a hit was titrated; 0.054% of 290,000 active;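 also: plate controls were vehicle with enzyme for no effect and no enzyme for full effect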
XIAP displacement: small molecules displacing peptide from XIAP – biochemical, IAP family, fluorescence polarization (AID 1018). XIAP BIR domain, fluorescence polarization peptide displacement; higher % means a stronger effect. displacement, % at 20 µM, or IC50 in µM where a hit was titrated. 0.007% of 200,000 active; in the data active = displacement above about 50%; also: a part of the inactive calls stands beside numbers as strong as those of hits
WT yeast gro inh: growth inhibition of WT yeast, mitochondrial fusion screen; mitochondrial fusion phenotypic screen, WT strain; inhibition, % at 10 µM; 2.1% of 190,000 active; AID 1362; in the data active = inhibition above about 58%; tested in S. cerevisiae
TNAP activators: human TNAP enzyme activators, primary screen, biochemical, luminescent, no phosphate acceptor, uHTS (AID 1001); purified TNAP, luminescent activation assay, no phosphate acceptor; higher activation fold means a stronger effect; one-dose activation fold at 20 µM; EC50 in µM for titrated hits; 0.03% of 200,000 active; in the data active = activation fold from about 3, or a potency from the dose series; inactive = the rest, 99 in 100 with activation fold below about 1.6; also: many of its hits are not listed in these tables
human PMI inhibition: inhibitors of human PMI, primary screen, biochemical, fluorescence intensity, coupled assay (AID 1209); 0.42% of 190,000 active; purified PMI enzyme, coupled fluorescence intensity; higher % means a stronger effect; one-dose inhibition, % at 20 µM; IC50 in µM for titrated hits;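 also: plate controls were DMSO vehicle for no effect and wells lacking substrate for full effect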
P. falciparum M1AAP: P. falciparum M1AAP inhibitors, biochemical, fluorogenic H-Leu-NHMec substrate, 1536-well (AID 1445); recombinant M1AAP, H-Leu-NHMec fluorogenic kinetic assay; higher % means a stronger effect; inhibition, % at 30 µM, or IC50 in µM where a hit was titrated; 0.42% of 220,000 active;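 active = primary inhibition above the hit cutoff, then over 50% inhibition at one or more dose response concentrations, cut at about 23% in these data, passing the limit was not always enough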;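 also: plate controls were DMSO full reaction for no effect and no enzyme background for full effect; strong numbers were not always called active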
PMI inhibition: human PMI inhibitors, high substrate, primary screen, biochemical, fluorescence intensity, high mannose 6-phosphate (AID 1220). recombinant PMI enzyme, coupled fluorescence intensity; higher % means a stronger effect. inhibition, % at 20 µM; hits with a dose series show IC50 in µM. 0.66% of 190,000 active
P. falciparum M17LAP: P. falciparum M17LAP inhibitors, primary screen, biochemical, fluorogenic H-Leu-NHMec substrate, 1536-well (AID 1619); recombinant M17LAP, H-Leu-NHMec fluorogenic kinetic assay; higher % means a stronger effect; one-dose inhibition, % at 30 µM; IC50 in µM for titrated hits; 0.38% of 220,000 active;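 active = compound inhibiting the enzyme by more than half at any dose during confirmatory dose-response retesting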;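 also: plate controls were full reaction with DMSO carrier for no effect and no enzyme background for full effect; strong numbers were not always called active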
WT yeast gro inh mutant strain: second read-out of WT yeast gro inh, no call of its own (marks repeat the call); inhibition, %; mitochondrial fusion phenotypic screen, mutant strain inhibition
* = called active by the depositor; i = inactive; / = no result given. Rule as the data show it, unless noted: active = inhibition above about 50%; inactive = the rest.

SMILES	Yfh1-off respiration	LYP phosphatase	XIAP displacement	WT yeast gro inh	WT yeast gro inh mutant strain	TNAP activators	human PMI inhibition	P. falciparum M1AAP	PMI inhibition	P. falciparum M17LAP
N#Cc1c(-c2cccnc2)c2c([nH]c1=O)-c1ccccc1OC2	i	-16%	/	/	/	/	/	20%	/	-93%
COc1ccc2[nH]c(C(=O)O)c(CCC(=O)O)c2c1	i	1%	-0.4%	3	-21	1	9%	1%	4%	-4%
COc1ccc(Cl)cc1NC(=O)CSc1nc(C)cc(C)n1	i	-6%	-3.8%	-5	-13	1.1	/	2%	/	5%
CC(=O)Nc1ccc(S(=O)(=O)NC(CC(=O)NCCc2ccccc2)C(C)C)cc1 (stereo not given)	i	-4%	-0.7%	/	/	1	1%	-6%	0%	-12%
O=C(NCc1ccc(Cl)cc1)c1cc(-c2cccs2)on1	i	-5%	-8.0%	-25	-20	1.1	1%	10%	-6%	6%
CCn1c(NCc2ccco2)nc2c1c(=O)n(C)c(=O)n2C	i	-4%	-7.3%	-12	3	1	7%	7%	10%	-19%
O=C(/C=C/c1cccc(F)c1)N1CCN(c2ccccn2)CC1	i	-5%	/	/	/	/	/	1%	/	2%
c1ccc2c(-c3cn4ccccc4n3)c[nH]c2c1	i	-8%	-3.9%	1	-4	1	-41%	7%	-2%	-29%
Cc1cc(C)c2c(NC(=O)CCl)nn(C)c2n1	i	-10%	-5.7%	-9	0	1.1	-11%	-2%	-3%	-13%
CCCCNC(=O)C1CCC(CNc2c(N3CCC(C)CC3)c(=O)c2=O)CC1 (stereo not given)	i	-2%	/	/	/	/	/	3%	/	4%
Cc1noc(C(F)(F)F)c1C(=O)NNC(=O)c1cccc(C(F)(F)F)c1	i	-2%	/	/	/	/	/	-3%	/	4%
C=CCC(C#Cc1ccccc1)[N+](C)(C)CC=C (stereo not given)	i	-16%	-2.4%	35	11	1.1	-2%	-2%	-9%	45%
COC(=O)C1=C(C)N(C)C(=O)NC1c1ccccc1 (stereo not given)	i	-6%	0.2%	-4	-1	1.1	16%	-2%	6%	-5%
Cc1oc(-c2cccc(F)c2)nc1CN(Cc1ccccc1)C[C@@H]1CCC(=O)N1	i	-4%	-2.5%	35	12	1.1	8%	9%	5%	2%
CS(=O)(=O)N1N=C(c2ccco2)CC1c1cccc([N+](=O)[O-])c1 (stereo not given)	i	-5%	/	/	/	/	/	-1%	/	-1%
O=C(NCCCN1CCCC1=O)c1cc(-c2ccc3c(c2)OCO3)nc2ccccc12	i	-5%	-0.3%	11	-6	1.1	3%	16%	8%	7%
c1ccc(CCn2cnc3ccccc32)cc1	i	-3%	-3.3%	9	26	0.9	-5%	-6%	-5%	4%
CCOc1cc(C)c(C(C)C)cc1S(=O)(=O)N1CCOCC1	i	-3%	-3.7%	-3	6	1.1	11%	-5%	3%	-1%
O=C(CCc1nc(-c2ccccc2F)no1)Nc1ccc(Oc2ccccc2)cc1	i	0%	-3.3%	8	13	1.1	-6%	8%	-1%	10%
CCCS(=O)(=O)c1c(S(=O)(=O)CCC)c2c(N)cccn2c1C(=O)c1ccc(F)cc1	i	7%	-6.2%	-8	-3	0.9	-36%	12%	-84%	0%

Exported field by field: entries from further up.
O=C(CCc1nc(-c2ccccc2F)no1)Nc1ccc(Oc2ccccc2)cc1
  Yfh1-off respiration: i | LYP phosphatase: 0% | XIAP displacement: -3.3% | WT yeast gro inh: 8 | WT yeast gro inh mutant strain: 13 | TNAP activators: 1.1 | human PMI inhibition: -6% | P. falciparum M1AAP: 8% | PMI inhibition: -1% | P. falciparum M17LAP: 10%

N#Cc1c(-c2cccnc2)c2c([nH]c1=O)-c1ccccc1OC2
  Yfh1-off respiration: i | LYP phosphatase: -16% | XIAP displacement: / | WT yeast gro inh: / | WT yeast gro inh mutant strain: / | TNAP activators: / | human PMI inhibition: / | P. falciparum M1AAP: 20% | PMI inhibition: / | P. falciparum M17LAP: -93%

Some of these compounds in order of the P. falciparum M17LAP value, lowest first.
SMILES	P. falciparum M17LAP
c1ccc2c(-c3cn4ccccc4n3)c[nH]c2c1	-29%
Cc1cc(C)c2c(NC(=O)CCl)nn(C)c2n1	-13%
Cc1noc(C(F)(F)F)c1C(=O)NNC(=O)c1cccc(C(F)(F)F)c1	4%
COc1ccc(Cl)cc1NC(=O)CSc1nc(C)cc(C)n1	5%

Following part:
SMILES	Yfh1-off respiration	LYP phosphatase	XIAP displacement	WT yeast gro inh	WT yeast gro inh mutant strain	TNAP activators	human PMI inhibition	P. falciparum M1AAP	PMI inhibition	P. falciparum M17LAP
CC(C)n1cc(/C=C(\C#N)S(=O)(=O)c2ccccc2)c2ccccc21	i	4%	-5.7%	14	-3	1	18%	4%	10%	2%
Cc1cc(C)n2c(SCc3c(C)noc3C)nnc2n1	i	0%	-8.3%	-10	-15	1.1	6%	-13%	12%	-19%
O=C(CN1CCN(c2ccccc2)CC1)Nc1ccc2c(c1)CCC2	i	-4%	-1.6%	-2	2	1.3	2%	1%	5%	4%
Cn1c(=O)c2cc(S(=O)(=O)NCCC(=O)Nc3ccc(Cl)cc3)ccc2n(C)c1=O	i	-3%	-3.1%	-2	4	1.1	0%	0%	-4%	-5%
O=C(Cn1nnc(-c2ccccc2)n1)NCc1ccco1	i	-10%	-1.8%	-8	7	1.2	10%	12%	7%	12%
Cn1c(O)c(C=Nc2ccc(Cc3ccncc3)cc2)c(=O)n(C)c1=O	/	-5%	-5.7%	/	/	1.1	3%	/	-7%	/
Cc1ccc(OCC(=O)Nc2ccc(S(=O)(=O)Nc3ccccn3)cc2)c(C)c1	i	-4%	-6.4%	-2	9	1.1	3%	-5%	2%	-7%
CCOC(=O)c1oc2ccc(S(=O)(=O)n3nc(-c4ccc(Cl)cc4)cc3N)cc2c1C	i	-4%	0.5%	18	1	1.2	2%	1%	8%	-1%
CCOC(=O)c1c(-c2ccsc2)csc1N	i	-4%	-3.6%	7	4	1.1	23%	1%	60%*	12%
CN(Cc1ccccc1)c1nc(-c2ccc([N+](=O)[O-])cc2)nc2ccccc12	i	-2%	-6.6%	8	-12	1	4%	-4%	0%	-6%
CC1CN(CC(=O)c2c(N)n(Cc3ccccc3)c(=O)n(C)c2=O)CC(C)O1 (stereo not given)	i	-4%	-10%	-22	-28	1.1	15%	14%	16%	4%
COc1ccccc1OCc1ccc(C(=O)NCC(C)C)o1	i	-7%	-5.6%	10	4	1	6%	4%	10%	5%
COc1cc(NC(=O)Nc2cccc(Cl)c2)c(C(=O)O)cc1OC	i	-3%	/	/	/	/	/	4%	/	9%
O=C(Nc1ccccc1N1CCCCC1)c1ccc(-c2ccc(Cl)cc2)o1	i	0%	-1.8%	7	4	1	7%	5%	11%	0%
CCN1C(=O)/C(=C/N2CC(C)CC(C)C2)SC1=S (stereo not given)	i	0%	-5.9%	24	1	1.1	2%	-3%	-10%	-9%
Cc1ccc(S(=O)(=O)N2CCC(C(=O)NCc3cccnc3)CC2)cc1	i	-12%	-2.9%	-4	12	1	2%	6%	5%	-12%
CN1CCN(C(=O)c2ccc(-n3cccc3)cc2)CC1	i	-7%	-2.0%	31	21	1.1	0%	-1%	3%	7%
CCC(C)NC(=O)CSc1nc2c(sc3ccccc32)c(=O)n1CCCN1CCOCC1 (stereo not given)	i	-2%	-2.2%	7	-3	1.1	6%	5%	0%	-5%
COc1ccc(C2/C=C\CN(S(=O)(=O)c3ccc(C)cc3)[C@H](Cc3ccccc3)C(=O)N2Cc2ccc(F)cc2)cc1 (stereo not given in full)	i	-1%	/	/	/	/	/	11%	/	0%
Cc1ccc(NC(=O)CNC(c2ccccc2)c2ccccc2)c(F)c1	i	-6%	-7.6%	51	36	1	5%	-2%	9%	-7%

One compound at a time, as listed above. Order of screens: Yfh1-off respiration | LYP phosphatase | XIAP displacement | WT yeast gro inh | WT yeast gro inh mutant strain | TNAP activators | human PMI inhibition | P. falciparum M1AAP | PMI inhibition | P. falciparum M17LAP
Record of O=C(Nc1ccccc1N1CCCCC1)c1ccc(-c2ccc(Cl)cc2)o1 = i | 0% | -1.8% | 7 | 4 | 1 | 7% | 5% | 11% | 0%
Record of CCOC(=O)c1oc2ccc(S(=O)(=O)n3nc(-c4ccc(Cl)cc4)cc3N)cc2c1C = i | -4% | 0.5% | 18 | 1 | 1.2 | 2% | 1% | 8% | -1%
Record of Cn1c(O)c(C=Nc2ccc(Cc3ccncc3)cc2)c(=O)n(C)c1=O = / | -5% | -5.7% | / | / | 1.1 | 3% | / | -7% | /

Next section:
SMILES	Yfh1-off respiration	LYP phosphatase	XIAP displacement	WT yeast gro inh	WT yeast gro inh mutant strain	TNAP activators	human PMI inhibition	P. falciparum M1AAP	PMI inhibition	P. falciparum M17LAP
O=C(CN1CCOCC1)N1CCCc2ccccc21	i	-1%	3.5%	-15	-5	1.1	-4%	5%	-9%	9%
Cc1nc(N)sc1-c1nnc(SCC(=O)Nc2nccs2)n1C	i	-1%	-6.3%	-14	2	1	8%	1%	-3%	-2%
N/C(=N\OC(=O)Cc1cccc2ccccc12)c1ccccn1	i	0%	-8.2%	-10	-16	1	-7%	14%	-10%	20%
Cc1ccc(-c2nn(-c3cccc(F)c3)cc2CNCc2cccnc2)o1	i	-1%	-0.2%	15	19	1.2	17%	-2%	13%	5%
C=CCn1c2ccccc2c2nnc(SCC(=O)OCN3C(=O)c4ccccc4C3=O)nc21	i	-2%	-2.7%	-8	-5	1	3%	7%	8%	-1%
CCOc1ccc(N(C(C)C(=O)N/N=C(\C)C(C)(C)C)S(C)(=O)=O)cc1 (stereo not given)	i	-3%	-1.1%	-13	-13	1.1	-3%	6%	2%	22%
O=C(NC1CCCCC1)C(c1ccc2ncccc2c1)N(Cc1ccccc1)C(=O)c1cccs1 (stereo not given)	i	6%	-4.7%	-13	-4	1	7%	5%	6%	-3%
O=C(COc1ccc(S(=O)(=O)N2CCCC2)cc1Cl)NCc1ccc2c(c1)OCO2	i	5%	-6.5%	-37	-1	1	9%	18%	1%	13%
CN(C(=O)Nc1ccccc1)C1CCCCC1	i	-10%	/	/	/	/	/	-3%	/	5%
C=CCn1c(C)c(C(C)=O)c(N2CCN(c3ccccc3)CC2)nc1=S	i	2%	-5.6%	0	9	1.1	-21%	5%	-17%	1%
